# tim10-1 inh: tim10-1 yeast growth inhibition; S. cerevisiae tim10-1 ts strain growth, BacTiter-Glo, 24 h; inhibition, % at 20 µM; 330,000 compounds, 2.2% hits; AID 463190;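 active = inhibition of at least 40%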;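 also: mutant grown at 25 °C; 0% = DMSO wells with yeast and 100% = wells holding no yeast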
# APJ antagonist: antagonists of human APJ apelin receptor. P35414. CHO-K1 APJ beta-arrestin complementation, luminescence. inhibition, % at 20 µM. 330,000 compounds, 0.32% hits. AID 2521;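 active = inhibition above about 40% at 20 µM, limit read from the data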;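 also: cells challenged with 10 nM apelin-13 agonist together with compound; plate controls were apelin-13 plus DMSO wells for no effect and DMSO wells lacking apelin-13 for full effect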
# Target sequence (P35414 whole entry, looked up): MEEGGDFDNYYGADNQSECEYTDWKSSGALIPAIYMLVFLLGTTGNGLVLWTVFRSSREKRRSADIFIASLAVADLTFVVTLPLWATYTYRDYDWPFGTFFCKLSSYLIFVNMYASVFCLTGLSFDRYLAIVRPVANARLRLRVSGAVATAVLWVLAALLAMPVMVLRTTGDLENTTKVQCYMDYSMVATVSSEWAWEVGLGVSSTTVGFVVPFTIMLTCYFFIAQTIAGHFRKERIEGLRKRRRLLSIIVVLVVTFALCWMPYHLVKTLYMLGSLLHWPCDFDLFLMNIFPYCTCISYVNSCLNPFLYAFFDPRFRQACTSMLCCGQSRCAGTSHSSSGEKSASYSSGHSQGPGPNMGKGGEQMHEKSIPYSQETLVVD
# tim23-1 inh: inhibits growth of tim23-1 mutant yeast; inhibition, % at 20 µM; S. cerevisiae tim23-1 growth, BacTiter-Glo luminescence, 24 h; 330,000 compounds, 1.3% hits; AID 463212;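 active = growth inhibition of the mutant yeast at or above 50%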;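 also: temperature-sensitive mutant grown at 25 °C; plate controls were DMSO-treated mutant yeast for no effect and medium wells lacking yeast for full effect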
# TIM10 inh: inhibits growth of TIM10 yeast strain | AID 463195 | 330,000 compounds, 1.4% hits | S. cerevisiae TIM10 strain growth, BacTiter-Glo luminescence, 24 h | inhibition, % at 10 µM;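 active = inhibition of 40% or more at the single tested concentration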;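 also: wild-type TIM10 isogenic control strain grown at permissive 25 °C; 0% = DMSO yeast wells and 100% = minimal medium wells without yeast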
# APJ agonist: activates the human apelin receptor APJ | P35414 | CHO-K1 APJ PathHunter beta-arrestin, luminescence; 0% DMSO wells, 100% apelin | activation, % at 20 µM | 330,000 compounds, 0.11% hits | AID 2520;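 active = activation more than six SD over the plate average, tested at 20 µM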;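 also: 0% = DMSO alone and 100% = apelin-13 at 10 nM; some results filed as inactive read as strong as hits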
#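 system = engineered CHO-K1 APJ arrestin reporter cells | input = 1000 cells per well | timing = overnight seeding, 90 min compound at 25 °C, 1 h detection | measured by = enzyme-fragment complementation luminescence | read-out = beta-arrestin recruitment to APJ as agonist activity, luminescent signal | control set = negative DMSO alone, positive Apelin-13 at 10 nM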
# NR3A LBD binder: modulators (binders) of human NR3A ligand-binding domain | NR3A LBD differential scanning fluorimetry, Tm shift; 0% = protein alone, 100% = glycine-bound protein | Tm shift relative to glycine control, % at 25 µM | 340,000 compounds, 2.5% hits | AID 1259313;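 active = melting temperature shift of at least 10% of the positive control shift, at one fixed dose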
# MPTP block: blocks calcium-induced mitochondrial swelling | isolated mouse mitochondria, Ca2+ swelling absorbance, 30 min | inhibition, % at 10 µM | 360,000 compounds, 1.4% hits | AID 602449;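 active = inhibition of 50% or more, scaled per plate between neutral and stimulator controls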;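 also: 0% = DMSO wells given calcium and 100% = 1 mM EGTA wells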
# NLRP3 yeast inh: blocks the NALP3 inflammasome reconstituted in yeast; 330,000 compounds, 0.39% hits; Yeast reconstituted NLRP3/ASC/caspase-1, beta-gal luminescence, 24 h; inhibition, % at 10 µM;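 active = inhibition of 50% or more; inactive = inhibition below 50%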;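 also: plate controls were induced DMSO wells for no effect and uninduced yeast grown without galactose for full effect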
# MIN6 prolif: induces beta-cell replication in MIN6 cells; proliferation, % at 10 µM; MIN6 cells proliferation, ATPlite luminescence, 48 h; cells starved in 0.2% serum; 100% = growth in 10% serum; 330,000 compounds, 0.29% hits;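 active = compounds whose signal lies at least 3.5 SD above the mean of all wells on their plate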;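 also: 0% = DMSO-treated cells in low-serum medium and 100% = 10% serum control; some compounds called inactive have numbers as strong as hits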
# * hit, by the source's call. The order is random; any-hit rate near 7.2%.
# A first look:
1. CCN(CC)c1cccc(OC(=O)c2cccnc2Cl)c1
2. COC(=O)COc1ccc2cc(-c3ccccc3)c(=O)oc2c1
3. CCN(c1ccccc1)S(=O)(=O)c1cc(NC(=O)COC(=O)C2CC2)ccc1Cl
4. Cc1ccnc(NC(=O)C2CCN(S(=O)(=O)c3ccc4c(c3)CC(C)N4C(=O)C3CCC3)CC2)c1 (stereo not given)
5. CCN1C(=O)[C@H]2[C@@H](c3ccc(C)cc3)N3C(=O)N(c4cccc(Cl)c4)C(=O)[C@@]3(CC(C)C)[C@H]2C1=O
6. Cn1c(SCC(=O)Nc2ccc(NC(=O)c3cccc(F)c3)cc2)nnc1-c1ccncc1
7. c1ccc(CCNC2=NCCCS2)cc1
8. CCCCc1c(C)nc2ccccc2c1SCCC(=O)O
9. CC(=O)CCc1c(C)[nH]c2ccccc2c1=O
10. COc1ccc(C2CC(c3ccccc3)=NN2C(=O)COC(=O)c2cc(S(=O)(=O)N3CCOCC3)ccc2Cl)cc1 (stereo not given)
11. COCCn1c(=NC(=O)/C=C/c2cccs2)sc2cc(NC(C)=O)ccc21
12. CC(=O)Nc1ccc(NC(=O)c2ccc(N(C)S(=O)(=O)c3ccc(C)cc3)cc2)cc1
screen / no. | 1 | 2 | 3 | 4 | 5 | 6 | 7 | 8 | 9 | 10 | 11 | 12
tim10-1 inh | 0 | -11 | 18 | 32 | -23 | 2 | -32 | -14 | 18 | 1 | 23 | -8
APJ antagonist | 0 | -24 | -4 | -27 | -12 | 19 | 8 | -12 | 5 | -10 | 7 | -4
tim23-1 inh | 23 | -11 | 19 | 23 | 1 | 7 | -130 | 8 | 13 | 19 | 15 | 6
TIM10 inh | 7 | -2 | 14 | -11 | -4 | -9 | -77 | -12 | 3 | 1 | 23 | -8
APJ agonist | 2 | 8 | -2 | 1 | 1 | 0 | -2 | -1 | -2 | -5 | 0 | 9
NR3A LBD binder | 2 | -1 | -17 | 0 | -5 | -15 | 1 | -2 | -3 | -5 | -5 | -9
MPTP block | 4.6 | 1.4 | -2.1 | -0.5 | 1.1 | -1.8 | 0.8 | -2.9 | -1.0 | -2.9 | 0.9 | -0.1
NLRP3 yeast inh | 7 | 19 | 3 | 11 | 5 | 17 | 0 | 24 | 1 | 12 | 16 | 13
MIN6 prolif | -2 | -1 | 1 | -3 | -5 | 5 | -3 | -2 | 0 | -4 | -1 | 3

13. O=C(c1cccc(-n2cccc2)c1)N1CCN(S(=O)(=O)c2c(F)cccc2F)CC1
screen / no. | 13
tim10-1 inh | 26
APJ antagonist | 4
tim23-1 inh | 25
TIM10 inh | 9
APJ agonist | 4
NR3A LBD binder | 2
MPTP block | -1.4
NLRP3 yeast inh | 5
MIN6 prolif | -3

# The whole of this part (from the top)
1. CCN(CC)c1cccc(OC(=O)c2cccnc2Cl)c1
2. COC(=O)COc1ccc2cc(-c3ccccc3)c(=O)oc2c1
3. CCN(c1ccccc1)S(=O)(=O)c1cc(NC(=O)COC(=O)C2CC2)ccc1Cl
4. Cc1ccnc(NC(=O)C2CCN(S(=O)(=O)c3ccc4c(c3)CC(C)N4C(=O)C3CCC3)CC2)c1 (stereo not given)
5. CCN1C(=O)[C@H]2[C@@H](c3ccc(C)cc3)N3C(=O)N(c4cccc(Cl)c4)C(=O)[C@@]3(CC(C)C)[C@H]2C1=O
6. Cn1c(SCC(=O)Nc2ccc(NC(=O)c3cccc(F)c3)cc2)nnc1-c1ccncc1
7. c1ccc(CCNC2=NCCCS2)cc1
8. CCCCc1c(C)nc2ccccc2c1SCCC(=O)O
9. CC(=O)CCc1c(C)[nH]c2ccccc2c1=O
10. COc1ccc(C2CC(c3ccccc3)=NN2C(=O)COC(=O)c2cc(S(=O)(=O)N3CCOCC3)ccc2Cl)cc1 (stereo not given)
screen / no. | 1 | 2 | 3 | 4 | 5 | 6 | 7 | 8 | 9 | 10
tim10-1 inh | 0 | -11 | 18 | 32 | -23 | 2 | -32 | -14 | 18 | 1
APJ antagonist | 0 | -24 | -4 | -27 | -12 | 19 | 8 | -12 | 5 | -10
tim23-1 inh | 23 | -11 | 19 | 23 | 1 | 7 | -130 | 8 | 13 | 19
TIM10 inh | 7 | -2 | 14 | -11 | -4 | -9 | -77 | -12 | 3 | 1
APJ agonist | 2 | 8 | -2 | 1 | 1 | 0 | -2 | -1 | -2 | -5
NR3A LBD binder | 2 | -1 | -17 | 0 | -5 | -15 | 1 | -2 | -3 | -5
MPTP block | 4.6 | 1.4 | -2.1 | -0.5 | 1.1 | -1.8 | 0.8 | -2.9 | -1.0 | -2.9
NLRP3 yeast inh | 7 | 19 | 3 | 11 | 5 | 17 | 0 | 24 | 1 | 12
MIN6 prolif | -2 | -1 | 1 | -3 | -5 | 5 | -3 | -2 | 0 | -4

11. COCCn1c(=NC(=O)/C=C/c2cccs2)sc2cc(NC(C)=O)ccc21
12. CC(=O)Nc1ccc(NC(=O)c2ccc(N(C)S(=O)(=O)c3ccc(C)cc3)cc2)cc1
13. O=C(c1cccc(-n2cccc2)c1)N1CCN(S(=O)(=O)c2c(F)cccc2F)CC1
14. CN(CCc1ccccn1)C(=S)Nc1ccc(Cl)cc1Cl
15. COc1ccc(C(=O)Nc2ccc(NC(=O)c3ccccc3OC)nc2)cc1
16. COc1ccc(NC(=O)CCN2CCN(S(=O)(=O)c3cc(Cl)ccc3Cl)CC2)cc1
17. O=C(OCc1ccccn1)C1CCN(C(=O)c2ccc(Cl)cc2)CC1
18. COc1ccc(N2CCN(C(CNC(=O)C(=O)NCCCn3ccnc3)c3cccnc3)CC2)cc1 (stereo not given)
19. C[C@H](NC(=O)OC(C)(C)C)c1nnc(SCC(=O)Nc2cccc(Cl)c2)o1
20. CCOC(=O)c1ccc2c(c1)NCc1cccc(OC)c1O2
screen / no. | 11 | 12 | 13 | 14 | 15 | 16 | 17 | 18 | 19 | 20
tim10-1 inh | 23 | -8 | 26 | 29 | -54 | 34 | 9 | 4 | 17 | 17
APJ antagonist | 7 | -4 | 4 | -8 | 0 | -1 | 18 | -2 | 23 | 1
tim23-1 inh | 15 | 6 | 25 | 26 | 11 | 34 | 13 | 9 | 5 | 22
TIM10 inh | 23 | -8 | 9 | -11 | 2 | 28 | -6 | 3 | 3 | 3
APJ agonist | 0 | 9 | 4 | -1 | 9 | -1 | -4 | 0 | -3 | 0
NR3A LBD binder | -5 | -9 | 2 | 0 | 25* | 1 | 1 | -3 | -1 | 9
MPTP block | 0.9 | -0.1 | -1.4 | -1.2 | 1.0 | -0.9 | 3.1 | 1.1 | -0.1 | 0.7
NLRP3 yeast inh | 16 | 13 | 5 | 13 | 36 | 7 | 17 | 19 | 27 | 54*
MIN6 prolif | -1 | 3 | -3 | -1 | -2 | -1 | 0 | 2 | 0 | -6

21. COC(=O)CSc1nc2ccc(C)cc2cc1C#N
22. O=C(CSc1ccccn1)c1ccc(F)cc1
23. CC1=CC(C)(C)N(C(=O)c2ccccc2)c2ccccc21
24. CN(C)N1C(N)=C(C#N)C(c2ccc(F)cc2)C2=C1CC(C)(C)CC2=O (stereo not given)
25. CN(C)Cc1nc2ccccc2c(=O)n1Cc1nc(-c2cc3ccccc3o2)cs1
26. Cc1ccc(CN2CC(C(=O)N3CCN(S(=O)(=O)c4ccc(C(C)C)cc4)CC3)CC2=O)cc1 (stereo not given)
27. COC(=O)Cc1ccc(NC(=S)NCc2ccc(OC)cc2)cc1
28. CC(=O)N(/N=C1\Sc2ccccc2C1=O)c1ccc(C)cc1C
29. CCc1ccc(OCc2nc(-c3ccccn3)no2)c(Br)c1
30. NCCOc1ccccc1OCCN
screen / no. | 21 | 22 | 23 | 24 | 25 | 26 | 27 | 28 | 29 | 30
tim10-1 inh | 11 | 22 | 29 | 1 | 15 | 3 | 30 | 23 | -10 | 12
APJ antagonist | 10 | -17 | 14 | 5 | 3 | 16 | 6 | 22 | 5 | 14
tim23-1 inh | -5 | 21 | 25 | 0 | 26 | 4 | 17 | 41 | 11 | 3
TIM10 inh | 10 | 16 | 16 | -10 | 9 | 14 | 1 | 6 | -9 | -23
APJ agonist | -1 | -3 | -1 | -2 | 19 | 1 | 1 | -3 | -6 | -1
NR3A LBD binder | -14 | 2 | 2 | -2 | 0 | -1 | 0 | 1 | 4 | 1
MPTP block | -1.7 | -0.2 | 3.6 | -1.0 | 0.9 | -2.3 | -0.2 | 0.6 | -0.9 | 0.9
NLRP3 yeast inh | 14 | 1 | 4 | -6 | 14 | 21 | 6 | 44 | 27 | 8
MIN6 prolif | 4 | -2 | 0 | 2 | -3 | -2 | -3 | -3 | -3 | 1
